Source: PubChem BioAssay (National Center for Advancing Translational Sciences (NCATS))
JMJD2A Tudor inh: qHTS Assay for Inhibitors of JMJD2A-Tudor Domain. Lysine-specific demethylase 4A (Homo sapiens), O75164. AlphaScreen JMJD2A-Tudor / H3K4me3 peptide binding. Potency, µM (series often up to 114 µM), for inactives: at the highest dose activity change, negative = inhibition, most hits filed as inhibitors. 390,000 compounds, 4.4% hits. AID 504339, 2011; also: potency is read from the fitted curve at half-maximal effect; % is scaled to controls: 0 for no effect and ±100 for the full control effect; nearly all actives have a fitted effect of over 50% in size
GLS inhibitor: qHTS for Inhibitors of Glutaminase (GLS); Potency, µM (titrated, usually from 45.5 µM), for the others: at the top dose activity change, negative = inhibition, actives largely listed as inhibitors; Glutaminase kidney isoform, mitochondrial (Homo sapiens), O94925; 410,000 compounds, 0.21% hits; GLS enzymatic activity, qHTS titration; also: potency is read from the fitted curve at half-maximal effect; % is scaled to controls: 0 for no effect and ±100 for the full control effect
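Read-out is an Amplex red fluorescence increase coupled through glutamate oxidase and HRP, measured before and after 30 min room-temperature incubation. hKGA is in 45 mM KH2PO4 (pH 8.2) with 0.02% Tween-20; glutamine added as 1mM solution.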
Pin1 inhibitor: qHTS Assay to Find Inhibitors of Pin1 | Potency, µM (highest dose often 115 µM), for the others: at the top dose activity, negative = inhibition, most hits filed as inhibitors | 390,000 compounds, 0.009% hits | Pin1 FP peptide displacement, HiFluor488, 10 min; active = well fitted inhibition curve with a large enough effect in the polarisation, with a control signal flat, not every such curve was filed as active; inconclusive = small, poorly fitted or top-dose-only effect, or effect the other way, or a change in a side signal; inactive = no such curve, though single readings can be large or run the other way; the % refers to the polarisation; also: potency is read from the fitted curve at half-maximal effect; % is scaled to controls: 0 for no effect and ±100 for the full control effect
Target sequence (Q13526 whole entry, looked up): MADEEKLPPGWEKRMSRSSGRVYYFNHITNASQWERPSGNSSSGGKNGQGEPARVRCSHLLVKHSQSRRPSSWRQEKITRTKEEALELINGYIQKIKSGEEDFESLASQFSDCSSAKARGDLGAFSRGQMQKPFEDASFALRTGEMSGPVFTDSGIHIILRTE
PI4K2A inh: qHTS for small molecular inhibitors of PI4K2A. Phosphatidylinositol 4-kinase type 2-alpha (Homo sapiens), Q9BTU6. purified PI4K2A, ADP-Glo luminescence, 1 h; hits give low values. activity change, negative = inhibition, % at 76.9 µM. 420,000 compounds, 0.13% hits; in the data active = activity change below about -50%; inconclusive = mostly about -30% to -49%;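 also: -100% = wells without enzyme as full effect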
Target sequence (Q9BTU6 whole entry, looked up): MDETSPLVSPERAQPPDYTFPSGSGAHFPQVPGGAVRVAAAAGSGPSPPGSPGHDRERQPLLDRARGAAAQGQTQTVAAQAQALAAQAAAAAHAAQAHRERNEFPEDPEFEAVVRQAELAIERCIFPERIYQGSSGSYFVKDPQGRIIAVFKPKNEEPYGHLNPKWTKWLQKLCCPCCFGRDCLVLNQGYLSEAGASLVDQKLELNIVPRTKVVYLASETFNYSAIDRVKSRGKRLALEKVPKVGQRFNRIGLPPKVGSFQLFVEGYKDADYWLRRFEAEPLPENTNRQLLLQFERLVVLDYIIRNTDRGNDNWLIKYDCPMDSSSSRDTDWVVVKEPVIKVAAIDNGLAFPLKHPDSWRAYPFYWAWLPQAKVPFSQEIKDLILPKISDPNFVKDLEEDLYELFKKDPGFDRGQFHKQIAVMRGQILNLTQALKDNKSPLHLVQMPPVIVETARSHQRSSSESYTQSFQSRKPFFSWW
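ADP-Glo luminescence measured ADP generated by PI4K2A enzyme (4 ug/mL before mixing) with 1.2 mM PI substrate (pre-mix) and 300 microM ATP (pre-mix). Tris pH7.5 buffer with MgCl2, Triton X-100; 1 h reaction at ambient temperature.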
G9a block: qHTS Assay for Inhibitors of Histone Lysine Methyltransferase G9a | 350,000 compounds, 8.8% hits | Potency, µM (titrated, usually from 102 µM), for the others: top-dose activity, negative = inhibition, actives largely listed as inhibitors | AID 504332, 2011 | G9a H3K9 monomethylation, AlphaScreen, 2 h | Histone-lysine N-methyltransferase EHMT2 (Homo sapiens), Q96KQ7; also: potency is read from the fitted curve at half-maximal effect; % is scaled to controls: 0 for no effect and ±100 for the full control effect; nearly all actives have a fitted effect of over 75% in size
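Quantitative HTS format: methyltransferase activity on a biotin-tagged H3K9 peptide is measured by AlphaScreen, using a rabbit anti-monomethyl-H3K9 antibody with streptavidin donor and anti-IgG acceptor beads. Final levels are 20 nM enzyme, 500 nM peptide, 20 uM SAM; 2 h RT.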
BAZ2B inh: qHTS Assay for Inhibitors of BAZ2B. Potency, µM (series often up to 114 µM), inactives show at the highest dose activity change, negative = inhibition, most hits filed as inhibitors. 360,000 compounds, 4.4% hits. AID 504333, 2011. AlphaScreen BAZ2B-H3K14Ac peptide displacement. Bromodomain adjacent to zinc finger domain protein 2B (Homo sapiens), Q9UIF8; also: potency is read from the fitted curve at half-maximal effect; % is scaled to controls: 0 for no effect and ±100 for the full control effect; nearly all actives have a fitted effect of over 60% in size
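Multi-concentration screen (max 110 uM) measuring displacement of acetylated histone H3 peptide from BAZ2B by AlphaScreen, using 50 nM protein, 50 nM peptide and 10 ug/mL streptavidin donor plus Ni-chelate acceptor beads.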
HP1b binding inh: HTS for Inhibitors of HP1-beta Chromodomain Interactions with Methylated Histone Tails; AlphaScreen HP1-beta / biotin-H3K9me3 peptide binding; Potency, µM (top dose mostly 114 µM), without a hit: at the highest dose activity change, negative = inhibition, usual class: inhibitors; 390,000 compounds, 0.56% hits; also: potency is read from the fitted curve at half-maximal effect; nearly all actives have a fitted effect of over 70% in size; inactives centre near 23
Target sequence (P83916 whole entry, looked up): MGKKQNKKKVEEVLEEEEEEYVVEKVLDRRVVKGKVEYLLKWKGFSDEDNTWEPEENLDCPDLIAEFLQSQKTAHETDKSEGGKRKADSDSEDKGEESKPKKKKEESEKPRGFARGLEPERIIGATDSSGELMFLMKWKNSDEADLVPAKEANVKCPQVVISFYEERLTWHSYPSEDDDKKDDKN
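HP1-beta protein (50 nM final) preincubated 30 min at room temperature with biotinylated H3(1-18)K9me3 peptide (50 nM) in PBS pH 7.4, 0.01% Tween-20, then compound added for 30 min. AlphaScreen streptavidin donor/nickel chelate acceptor beads (10 ug/mL final), 30 min dark, luminescence read.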
Tb PGK inh: qHTS Assay to Find Inhibitors of Phosphoglycerate Kinase. Phosphoglycerate kinase, glycosomal (Trypanosoma brucei brucei), P07378. PGK/GAPDH coupled, Kinase-Glo luminescence, 60 min. Potency, µM (titrated, usually from 57.5 µM), for the others: at the top dose activity change, negative = inhibition, usual class: inhibitors. 380,000 compounds, 0.043% hits; also: potency is read from the fitted curve at half-maximal effect; % is scaled to controls: 0 for no effect and ±100 for the full control effect; nearly all actives have a fitted effect of over 60% in size
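Luminescent ATP detection (Kinase-Glo Plus) follows a 60-minute room-temperature incubation, with wells lacking PGK as controls. Buffer: 100 mM TEA (pH 7.6), 5 mM MgCl2, 0.01% Tween-20. Coupling enzyme GAPDH (100 nM final) supplies unstable 1,3-BPG in-well.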
POLH inh: qHTS for Inhibitors of Polymerase Eta; DNA polymerase eta (Homo sapiens), Q9Y253; recombinant Pol eta, fluorescent DNA replication assay; Potency, µM (doses to about 114 µM), for inactives: top-dose activity change, negative = inhibition, actives largely listed as inhibitors; 390,000 compounds, 1.2% hits; AID 588591, 2011; also: potency is read from the fitted curve at half-maximal effect; % is scaled to controls: 0 for no effect and ±100 for the full control effect
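Pol eta (10 nM) was preincubated with compounds for 15 min at room temperature, after which fluorescent replication substrate (50 nM final) was added to start the reaction. Fluorescence was read kinetically at 0 and 10 min.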
* marks the source's active call; other numbers are inactive results; i = inactive; ? = inconclusive; nt = no result given; [ ] = remark or other dose. Unless noted, calls follow the shape of the dose curve; as a rule, active = well fitted curve in the direction sought with a large enough effect; inconclusive = small, poorly fitted or top-dose-only effect, or another doubt; inactive = no such curve, though single readings can be large; an effect the other way counts as inactive or inconclusive. These rows are one share of the data, so the mix of outcomes need not match the whole.

SMILES	JMJD2A Tudor inh	GLS inhibitor	Pin1 inhibitor	PI4K2A inh	G9a block	BAZ2B inh	HP1b binding inh	Tb PGK inh	POLH inh
O=C1CCN(Cc2ccccc2)CCN1CCO	-10%	3%	2%	0	?	1%	14%	1%	-3%
OCc1cccc[n+]1Cc1ccccc1	5%	2%	2%	3	nt	nt	40%	-5%	-22%
C=CCOc1cccc(C(=O)N2CCCC(CNS(=O)(=O)c3cccs3)C2)c1 (stereo not given)	4%	2%	0%	-4	4%	-17%	36%[activator]	3%	-2%
COC(=O)c1ccc(C2C=C(c3ccc(Cl)cc3)Nc3nc4ccccc4n32)cc1 (stereo not given)	-29%	-2%	?	-8	?	1%	34%[activator]	-16%	-3%
COc1ccc(CCNC(=O)C2=C(C)C(=O)OC23CCCCC3)c(OC)c1OC	?	-7%	-1%	0	4%[59 µM]	-4%	11%	nt	nt
O=C(NCC1CCN(C(=O)c2ccc([N+](=O)[O-])cc2)CC1)c1ccc([N+](=O)[O-])cc1	-1%	2%	-2%	0	-38%	-31%	20%	-4%	-18%
O=C(Cn1cnc2ccccc21)Nc1ccc(SC(F)F)cc1	-12%	-3%	6%	5	5%	-5%	13%	-1%	-7%
O=C1c2ccsc2SCCN1Cc1cccc(Cl)c1	-6%	-7%	-6%	-2	-11%	0%	45%[activator]	-4%	-19%
CC(=O)Nc1ccc(S(=O)(=O)N(CCCN2CCOCC2)Cc2cccs2)cc1	45µM*	3%	-3%	-2	40µM*	79µM*	-8%	-10%	4%
[O-][n+]1onc2c1CCc1nnc(-c3ccccc3)cc1-2	-3%	-1%	-8%	2	-19%[12.7 µM]	14%	19%	-5%	-7%
COc1ccccc1C(=O)N(Cc1ccccc1)c1ccc(C)cc1	2%	-9%	-1%	8	41%[activator]	-8%	50%[activator]	-7%	-23%
CCCN(CC(=O)Nc1ccccc1C)C(=O)Cc1n[nH]c(=O)c2ccccc12	?	1%	-1%	-2	-3%[2.33 µM]	9%	19%	-8%	-19%
CCOC(=O)Cn1c(=NC(=O)c2ccc([N+](=O)[O-])s2)sc2ccccc21	-19%	0%	?	2	5%[59 µM]	4%	12%	i	-11%
CCN(C(=O)COC(=O)c1ccc(C)c(S(=O)(=O)N2CCCCC2)c1)C1CCS(=O)(=O)C1 (stereo not given)	-3%	4%	2%	0	-1%[12.7 µM]	7%	23%	4%	-21%
COc1ccc(-n2c(COc3cccc(C)c3)nnc2SCC(=O)O)cc1	-16%	7%	7%	-1	-4%	2%	32%	-1%	-11%
COc1cc2c(cc1/C=C1/NC(=O)N(c3ccccc3)C1=O)OCO2	-15%	9%	7%	-2	15%[59 µM]	8%	24%	i	6%
O=C(CCN1C(=O)/C(=C/c2cccs2)SC1=S)Nc1ccccn1	-31%	8%	?	-3	3.2µM*	?	9%	-5%	13%
COc1cc2cnc(-c3ccccc3)c(C(=O)c3ccc(OCc4ccccc4)cc3)c2cc1OC	-30%	3%	35%[activator]	-2	nt	nt	4%	5%	-12%
CC1(C)CC(=O)C(C2C3=C(CC(C)(C)CC3=O)Oc3ccc4ccccc4c32)C(=O)C1 (stereo not given)	-14%	18%	3%	0	nt	-19%	6%	6%	-1%
CC1CCc2c(sc(NC(=O)CSc3nc4c(c(C(F)(F)F)n3)CCc3ccccc3-4)c2C(N)=O)C1 (stereo not given)	-15%	0%	-4%	-2	-15%[59 µM]	9%	36%	i	-21%
O=C(O)c1nnsc1-c1csnn1	-17%	15%	-13%	2	nt	nt	9%	6%	-11%
NS(=O)(=O)c1ccc(NC(=O)CSc2nc3ccccc3[nH]2)cc1	4%	-5%	-2%	-4	-51%	-22%	39%	-4%	-4%
Cc1ccc2nc(NS(C)(=O)=O)sc2c1	-15%	3%	2%	-6	-31%	-18%	36%	-7%	-17%
C[C@H]1CN([C@@H](C)CO)C(=O)c2cccc(NC(=O)C3CC3)c2O[C@H]1CN(C)CC1CCCCC1	-2%	3%	-1%	0	nt	nt	41%[activator]	i	-23%
NS(=O)(=O)c1ccc(NC(=O)c2ccc3c(c2)OCO3)cc1	7%	-5%	6%	8	?	-31%	26%	-9%	-28%
Cc1cccc(NC(=O)Cn2c(=O)n(CCCCCC(=O)NCc3ccccc3)c(=O)c3sccc32)c1	-1%	-2%	25%	-4	-3%[59 µM]	9%	31%	nt	nt
O=c1c(C/C=C/c2ccccc2)c(O)ccn1Cc1ccc(Cl)cc1Cl	1%	7%	3%	-1	-23%	?	36%	8%	-9%
Cc1ccccc1Nc1nc(N)nc(COC(=O)c2ccc(S(=O)(=O)N(C)C)cc2)n1	-16%	-1%	22%	6	-1%[59 µM]	-30%	20%	-2%	-22%
COc1cc(/C=C(/C(=O)c2cccs2)c2nc3ccccc3[nH]2)ccc1O	?	19%	20%	-11	nt	?	12%	-1%	-9%
COc1cccc(-c2nc(-c3ccc4c(c3)-c3ccccc3S4(=O)=O)c(-c3ccccc3)[nH]2)c1OC	-16%	2%	24%	9	?	11%	25%	8%	0%

SMILES	JMJD2A Tudor inh	GLS inhibitor	Pin1 inhibitor	PI4K2A inh	G9a block	BAZ2B inh	HP1b binding inh	Tb PGK inh	POLH inh
CCOc1ccc(S(=O)(=O)NCCCN2CCOCC2)cc1	-7%	4%	-10%	-2	-1%[59 µM]	6%	9%	nt	-7%
C[C@H]1CN([C@@H](C)CO)C(=O)CCCn2nncc2CO[C@H]1CN(C)C(=O)c1ccc2ccn(C)c2c1	nt	-3%	nt	1	nt	nt	nt	-1%	-13%
Oc1cccnc1CN1CCCCC1	-11%	-1%	?	-7	nt	nt	53%[activator]	-5%	-16%
CCOC(=O)C(C)Sc1nc2c(c(=O)[nH]c(=O)n2C)n1Cc1ccc(Cl)cc1 (stereo not given)	-17%	?	-10%	-4	11µM*	-2%	-24%	-8%	-18%
CC(=O)N(CCc1ccccc1)Cc1cc2ccc(C)c(C)c2[nH]c1=O	-8%	-11%	11%	-8	22%[0.501 µM]	10%	86%[activator]	-2%	-24%
Cc1c(Cl)cccc1NS(=O)(=O)c1ccc(-c2ccc(=O)[nH]n2)o1	-9%	0%	-3%	1	4%[59 µM]	-8%	24%	4%	-1%
O=C(O)CCNC(=O)C12CC3CC(CC(C3)C1)C2	-15%	-5%	0%	-2	8%	-10%	12%	-6%	-3%
O=C(CC1Oc2ccccc2NC1=O)NCCCN1CCN(Cc2ccccc2)CC1 (stereo not given)	-31%	8%	-7%	1	?	-17%	25%	-3%	-3%
O=C1CC2(CCCC2)Oc2ccc(F)cc21	46%[activator]	-15%	-5%	5	nt	nt	96%[activator]	-10%	-9%
Cc1cccc(-c2nc3sc(C)cc3c(=O)o2)c1	1%	-8%	-6%	0	-35%	1%	24%	6%	-21%

Single records, as listed above. Screens in order: JMJD2A Tudor inh	GLS inhibitor	Pin1 inhibitor	PI4K2A inh	G9a block	BAZ2B inh	HP1b binding inh	Tb PGK inh	POLH inh
O=C1CC2(CCCC2)Oc2ccc(F)cc21 reads 46%[activator]	-15%	-5%	5	nt	nt	96%[activator]	-10%	-9%
CCOC(=O)C(C)Sc1nc2c(c(=O)[nH]c(=O)n2C)n1Cc1ccc(Cl)cc1 (stereo not given) reads -17%	?	-10%	-4	11µM*	-2%	-24%	-8%	-18%

Four consecutive entries out of the list so far, for reference:
SMILES	JMJD2A Tudor inh	GLS inhibitor	Pin1 inhibitor	PI4K2A inh	G9a block	BAZ2B inh	HP1b binding inh	Tb PGK inh	POLH inh
CCOc1ccc(S(=O)(=O)NCCCN2CCOCC2)cc1	-7%	4%	-10%	-2	-1%[59 µM]	6%	9%	nt	-7%
C[C@H]1CN([C@@H](C)CO)C(=O)CCCn2nncc2CO[C@H]1CN(C)C(=O)c1ccc2ccn(C)c2c1	nt	-3%	nt	1	nt	nt	nt	-1%	-13%
Oc1cccnc1CN1CCCCC1	-11%	-1%	?	-7	nt	nt	53%[activator]	-5%	-16%
CCOC(=O)C(C)Sc1nc2c(c(=O)[nH]c(=O)n2C)n1Cc1ccc(Cl)cc1 (stereo not given)	-17%	?	-10%	-4	11µM*	-2%	-24%	-8%	-18%
